Bioassay records from PubChem.
aDG glyco act = activators of alpha-DG glycosylation, primary screen, uHTS, Pro5-aDG cells, AlphaScreen | hit rate 0.22% among 360,000 | alpha-DG glycosylation AlphaScreen (IIH6); 0% Pro5, 100% B10-LARGE cell signal | activation, % at 10 µM;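 active = activation of at least 8% versus controls, or a plate z-score of at least 8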;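 note: Pro5 are CHO cells carrying HIG-tagged alpha-DG that lacks glycosylation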
TLR9-MyD88 block = inhibitors of TLR9-MyD88 association in cells, primary screen, cell-based, CHO, BLA complementation, fluorescence. Toll-like receptor 9 (Homo sapiens) + Myeloid differentiation primary response protein …. CCF4 FRET ratio. inhibition, % at 4.98 µM. hit rate 0.21% among 340,000. AID 504734, 2011;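 active = inhibition above the mean over all tested compounds plus 3 SD, cut at about 21% in these data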;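 note: 0% = DMSO only wells and 100% = clavulanate BLA inhibitor control wells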
MC4R antag cAMP = MC4R antagonists of cAMP signaling, primary screen, cell-based, TR-FRET, antagonist arm of biased-ligand search. Melanocortin receptor 4 (Homo sapiens), P32245. inhibition, % at 6.5 µM. MC4R-expressing cells, MTII-stimulated cAMP, LANCE TR-FRET. AID 540295, 2011. hit rate 0.48% among 360,000;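 active = inhibition above its plate's cutoff, the mean of tested wells on that plate plus 3 SD, cut at about 29% in these data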;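 note: 0% = Melanotan II alone and 100% = Melanotan II plus saturating MCL0020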
Target sequence (P32245 whole entry, looked up): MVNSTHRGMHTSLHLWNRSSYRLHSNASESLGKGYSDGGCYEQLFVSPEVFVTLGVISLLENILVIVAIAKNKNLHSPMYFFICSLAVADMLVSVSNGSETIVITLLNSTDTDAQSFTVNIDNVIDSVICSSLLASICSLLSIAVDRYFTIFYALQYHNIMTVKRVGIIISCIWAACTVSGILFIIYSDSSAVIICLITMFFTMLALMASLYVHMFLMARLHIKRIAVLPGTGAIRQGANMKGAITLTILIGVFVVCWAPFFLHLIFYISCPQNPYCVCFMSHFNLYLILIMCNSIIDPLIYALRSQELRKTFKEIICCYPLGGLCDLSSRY
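System – human MC4R-expressing U2OS cells · Also added – Melanotan II · Dosing – one concentration, 6.5 µM nominal · Timing – 30-min compound, 1-h challenge, 1-h detection, room temperature · Measured by – Eu-cAMP/anti-cAMP TR-FRET, emission 671 nm · Replicates – singlicate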
NOD2 RIPK2 PPI = NOD2-RIPK2 binding disruptors in cells, primary screen, fluorescence, CHO cells, BLA complementation; inhibition, % at 4.98 µM; Receptor-interacting serine/threonine-protein kinase 2 (Homo sapiens), O43353; CCF4 ratio; hit rate 0.38% among 360,000; in the data active = inhibition above about 21%;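 note: 0% = vehicle only and 100% = reference blocker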
Target sequence (O43353 whole entry, looked up): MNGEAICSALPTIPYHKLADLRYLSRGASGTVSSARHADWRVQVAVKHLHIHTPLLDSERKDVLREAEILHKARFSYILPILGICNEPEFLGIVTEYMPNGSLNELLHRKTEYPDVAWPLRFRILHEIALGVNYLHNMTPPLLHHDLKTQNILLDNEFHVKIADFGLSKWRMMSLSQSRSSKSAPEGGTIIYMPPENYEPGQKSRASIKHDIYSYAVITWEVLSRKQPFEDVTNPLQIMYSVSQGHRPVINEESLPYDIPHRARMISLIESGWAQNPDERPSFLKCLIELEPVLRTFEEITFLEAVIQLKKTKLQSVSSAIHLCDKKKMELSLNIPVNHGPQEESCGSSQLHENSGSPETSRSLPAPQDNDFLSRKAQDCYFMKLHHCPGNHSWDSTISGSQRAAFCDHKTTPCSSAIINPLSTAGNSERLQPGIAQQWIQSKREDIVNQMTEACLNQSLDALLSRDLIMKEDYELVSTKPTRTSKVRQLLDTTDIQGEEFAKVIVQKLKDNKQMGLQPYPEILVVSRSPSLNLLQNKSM
MC4R ag barr = MC4R agonists recruiting beta-arrestin, primary screen, cell-based, luminescence, agonist arm of biased-ligand search | Melanocortin receptor 4 (Homo sapiens), P32245 | U2OS MC4R beta-arrestin complementation; percent of melanotan II response, DMSO zero | activation, % at 8.9 µM | hit rate 0.98% among 360,000 | AID 540308, 2011;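 active = activation above a per-plate cutoff, the mean activation of sample wells on that plate plus 3 SD, cut at about 8% in these data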
ABHD5 PLIN5 PPI = ABHD5-PLIN5 interaction inhibitors, primary screen, cell lysate, split luciferase complementation, luminescence. Perilipin-5 (Homo sapiens) + 1-acylglycerol-3-phosphate O-acyltransferase ABHD5 (Homo …. Split G. princeps luciferase complementation, 4 h. inhibition, % at 4 µM. hit rate 0.78% among 360,000. AID 602281, 2012;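 active = inhibition above the mean inhibition across every tested compound plus 3 SD, cut at about 22% in these data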;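 note: 0% = DMSO only wells and the 100% control is not disclosed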
Vif inh = HIV Vif self-association inhibitors, primary screen, imaging, HEK293T, single point | HEK293T cells, Vif self-association by quenched fluorescence, 24 h | inhibition, % at 7.49 µM | hit rate 0.35% among 340,000; in the data active = inhibition above about 50%, passing the limit was not always enough; note: some results filed as inactive read as strong as hits
Granule exo inh = LAMP-1 surface exposure blockers, TALL-104 cells – cell-based, flow cytometry, MLPCN library, primary screen. TALL-104 LAMP-1 surface exposure; cells stimulated with thapsigargin and PMA. inhibition, % at 10 µM. hit rate 0.66% among 360,000. AID 651702, 2012;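 active = inhibition above about 55%, limit read from the data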
ABCB6 inh 2 = ABCB6 transporter inhibitors, primary screen, K562-ABCB6 cells, flow cytometry, MLPCN library; ATP-binding cassette sub-family B member 6 (Homo sapiens), Q9NP58; K562-ABCB6 porphyrin accumulation, 1 h; hits give low values; fluorescence ratio to DMSO, % at 10 µM; hit rate 0.19% among 360,000;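 active = fluorescence ratio to DMSO below 75%, the collection mean minus 3 SD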;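 note: signal is porphyrin accumulated inside mitochondria; 100% equals median channel fluorescence of DMSO control wells; lower ratio means ABCB6 inhibition with less porphyrin fluorescence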
N-glyco inh = increase of ERlucT glycosylation luciferase signal, primary screen, N-linked glycosylation inhibitor project, D54 ERlucT cells, luminescence, set 2 | hit rate 0.23% among 360,000 | reporter increase, % at 12.5 µM | D54 ERlucT glycosylation luciferase reporter, 24 h; percent of 100 nM tunicamycin response | AID 588692, 2011;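 active = mean luciferase reporter signal, scaled so untreated is 0 and the glycosylation-blocking control 100, at or above a set limit in every replicate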;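 note: luciferase carries N-glycosylation sites so blocking glycosylation raises the light; 0% = median of neutral control wells and 100% = median of 100 nM tunicamycin wells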
The depositor's hits bear a star; x = not tested or not shown.

entry	SMILES	TLR9-MyD88 block	N-glyco inh	MC4R antag cAMP	Vif inh	ABCB6 inh 2	Granule exo inh	aDG glyco act	ABHD5 PLIN5 PPI	MC4R ag barr	NOD2 RIPK2 PPI
1	Cc1cc(CNC(=O)COc2ccc(C)c(C)c2)c2ccccc2n1	-7	0	12	-15	93	-10	0.7	-2	-1.7	-2
2	CCCOc1ccc(S(=O)(=O)Nc2ccccn2)c2ccccc12	-5	1	4	4	97	-5	0.0	3	0.7	-2
3	CC1(C)CC(=O)C(C(=S)Nc2ccc(F)cc2)=C(NCCN2CCOCC2)C1	0	1	11	3	101	-2	-0.1	1	0.0	10
4	COc1cccc(CNCCNC(=O)c2nonc2N)c1	-13	-1	4	16	102	-2	0.9	-9	-0.8	2
5	CC(=O)Nc1ccc(-c2ccnc3c2CC(C(=O)Nc2cccc(C(C)=O)c2)O3)cc1 (stereo unspecified)	x	-2	4	3	100	-9	0.0	-1	1.0	-1
6	COC(=O)c1ccc2nc(-c3ccc(F)cc3)c(Cc3ccsc3)n2c1	x	-2	x	x	92	-2	0.4	7	x	-7
7	COC(=O)c1ccc(C)c(NC(=O)CN(c2cc(OC)ccc2OC)S(C)(=O)=O)c1	3	74*	-18	7	98	7	-0.3	10	0.8	-24
8	CCCCc1ccc(NC(=S)N2CCN(c3ccccn3)CC2)cc1	-10	4	-2	-5	100	-3	0.1	2	5.5	-4
9	O=C(NC1CCCC1)C(c1ccc(F)cc1)N(C(=O)c1csnn1)C1CCCC1 (stereo unspecified)	6	1	11	0	92	-1	-0.1	1	0.7	0
10	CC(=O)OCC(OC(C)=O)C(OC(C)=O)C(OC(C)=O)C(=O)Nc1cccc(C)c1 (stereo unspecified)	7	0	8	-1	97	9	0.0	3	-1.8	-20
11	Cc1nn(C(C)C(=O)NC2C(=O)N3C(C(=O)O)=C(CSc4nnnn4C)CSC23)cc1Cl (stereo unspecified)	-6	0	11	14	100	3	-0.2	6	-2.8	-5
12	CCCCCCCC1(C)NC(=O)N(c2ccccc2)N1 (stereo unspecified)	9	1	-1	-5	99	0	-0.1	-4	1.7	11
13	COc1cccc(OCCOCCOc2ccc(C)cc2[N+](=O)[O-])c1	-1	0	-6	10	99	4	-0.3	-8	0.5	-7
14	COc1ccccc1/C=C/C=N/n1c(-c2ccco2)n[nH]c1=S	9	3	12	2	101	0	0.0	2	-2.9	-9
15	Cc1nc2ccccn2c1C(=O)N/N=C/c1ccc(CNC(=O)C(=O)Nc2ccccc2)o1	-11	17	8	6	100	4	-0.1	-1	1.7	-8
16	O=c1[nH]c(C2CCCN(S(=O)(=O)c3ccc(F)cc3)C2)nc2c1nnn2Cc1ccc(F)cc1 (stereo unspecified)	1	-1	-2	11	96	7	-0.1	-4	-2.6	3
17	CC(C)(C)N/C=C(\C#N)S(=O)(=O)c1ccc(Br)cc1	x	1	6	29	92	3	0.1	3	-0.7	0
18	Cc1cccc(-n2c(C)cc(/C=N/O)c2C)c1	0	-3	-11	-2	98	-8	-0.2	-6	-1.7	-1
19	CCNC(=S)NNC(=O)c1ccoc1C	-8	x	3	x	112	-2	-0.1	-4	-2.0	-8
20	Clc1ccc(-c2nc3ccccn3c2CN2CCSCC2)cc1	5	2	25	-4	99	-3	0.0	0	-0.4	1
21	O=[N+]([O-])c1cccc(/C=N/Nc2ncc(Br)cn2)c1	-10	4	14	-3	99	-9	-0.1	-4	-0.3	-11
22	C1=C(CCNCC2CCCCC2)CCCC1	11	0	1	3	100	0	-0.2	1	-1.2	-9
23	CN(C(=O)C1Cc2c(-c3ccc(Cl)cc3)ccnc2O1)c1ccccc1 (stereo unspecified)	x	-2	18	0	99	-3	0.0	0	-1.6	-11
24	CC(=O)Cc1nsc(NC(=O)c2ccc(-c3ccccc3Cl)o2)n1	-14	x	-3	x	90	-3	-0.2	6	-1.6	-3
25	O=C(NCc1ccc(Cl)cc1)c1cc(=O)[nH]c2ccccc12	6	4	4	6	94	-1	-0.1	5	-1.1	-3
26	NS(=O)(=O)c1ccc(CCNC(=O)CSc2ccc([N+](=O)[O-])cc2)cc1	-10	5	6	-1	94	3	0.0	3	0.5	2
27	COc1ccc(C2(c3ccc(OC(C)=O)cc3OC(C)=O)CC(c3ccccc3)NC(=S)N2)cc1 (stereo unspecified)	-10	0	21	-7	102	-6	-0.3	-6	-0.1	-8
28	CCOc1ccc(/C=N/OCC(=O)Nc2cc(C)on2)cc1	-8	0	2	-4	103	-2	0.0	-1	0.7	1
29	OCC1(Cc2ccccc2)CCCN(Cc2ccn[nH]2)C1 (stereo unspecified)	7	1	1	-2	96	0	0.1	1	-0.2	-3
30	CCNC(=S)Nc1ccc(-c2nc3ccccc3[nH]2)cc1	-9	-6	5	-4	96	12	0.9	1	-0.5	-14
31	COc1ccc(Cc2n[nH]c(=S)n2NC(=O)Nc2ccc(Cl)c(Cl)c2)cc1	-2	-2	9	1	100	2	0.0	-11	-1.9	1
32	Nc1n[nH]c(N)c1N=Nc1ccccc1	-2	1	-2	2	89	-6	-0.1	0	-2.7	-5
33	Cc1cc(C)n(C2CC(=O)N(c3ccccc3)C2=O)n1 (stereo unspecified)	-2	2	21	-2	102	-2	0.0	-5	0.4	-14
34	CCCN(C(=O)COC(=O)c1nc2nc(C)cc(C)n2n1)C1CCS(=O)(=O)C1 (stereo unspecified)	-5	2	4	1	97	2	-0.1	2	-1.7	-7
35	O=C(Nc1cc(C(F)(F)F)ccc1N1CCOCC1)c1cccnc1	-8	3	-11	4	101	-1	-0.1	17	1.5	-5
36	CCOC(=O)/C(=N/Nc1ccccc1)N1CCCc2ccccc21	-1	-6	6	x	96	-7	0.3	-3	-1.6	-16
37	COc1cc(CN2C[C@@H](CO)O[C@@H](n3cnc4c(NCCN(C)C)ncnc43)C2)cc(OC)c1OC	x	2	7	1	92	-7	-0.1	8	0.1	8
38	CCCN1CCC(NC(=O)C2CCCCC2C(=O)O)CC1 (stereo unspecified)	-4	0	4	x	100	-1	3.7	0	-1.7	-4
39	COc1ccc(C(O)c2ncc(-c3ccccc3)[nH]2)cc1 (stereo unspecified)	x	1	-1	-1	94	1	-0.4	-3	-1.2	4
40	CC[n+]1ccc(C)c2cc(SC(F)(F)F)ccc21	3	3	22	-3	96	1	0.0	-4	-0.9	-2
41	CN(C)S(=O)(=O)c1cccc(C(=O)Nc2ccc(N3CCOCC3)cc2)c1	-7	2	6	-5	98	6	0.5	0	1.6	-14
42	CN1CCN(CCCNC(=O)c2ccc(/C=C3/Sc4ccccc4N(Cc4cccc(Cl)c4)C3=O)cc2)CC1	-1	-9	10	1	98	75*	0.5	21	10*	8
43	COC(=O)C(CC(=O)c1ccc(Cl)cc1)c1ccc(C)cc1 (stereo unspecified)	-106	-1	7	-13	92	-6	0.3	-8	1.3	-11
44	CCn1cc(C(=O)N[C@@H](CCSC)C(=O)NCCCn2ccnc2)c(=O)c2cc3c(cc21)OCO3	2	2	5	-1	97	-2	0.0	-8	-1.1	-14
45	CCOc1ccc(CN2CCN(CCCn3cccn3)CC2CCO)cc1 (stereo unspecified)	9	0	7	-4	98	-1	0.0	1	2.1	2
46	CCCNC(=O)CC(NS(=O)(=O)c1ccc(OC)cc1)c1ccco1 (stereo unspecified)	-8	1	6	-20	97	0	0.1	1	-3.4	-3
47	CC(NC(=O)C(CC(=O)OC(C)(C)C)NC(=O)OC(C)(C)C)C(N)=O (stereo unspecified)	3	1	0	55*	89	-3	0.0	1	-0.4	-2
48	O=C(CN1C(=O)CSc2ccc(S(=O)(=O)N3CCOCC3)cc21)NCc1c(F)cccc1Cl	-2	-1	11	-8	100	-4	0.0	-5	-1.9	1
49	O=C(Nc1ccccc1)OC1CC2CC1C1CCCC21 (stereo unspecified)	5	-3	7	0	96	2	0.0	-9	-0.7	14
50	COc1ccc(OCc2cccc(C(=O)Nc3ccc(CN4CCCCC4)cc3)c2)cc1	5	-6	1	2	99	31	0.9	9	2.0	-1
51	O=C(CSc1c2c(nc3cc(Cl)ccc13)CCCC2)NCc1ccco1	2	11	19	-3	96	11	0.7	24*	-1.9	11
52	CCn1c(Cc2ccc(OC)cc2)nnc1SCC(=O)Nc1cccc(C(=O)OC)c1	8	-1	6	-19	96	-3	0.3	-4	-1.8	0
53	CC(C)c1ccc(NC2CCCN(C(=O)CCc3cn[nH]c3)C2)cc1 (stereo unspecified)	-8	-1	3	-2	102	-1	0.1	1	-1.4	-2

An excerpt from above in order of molar mass, largest number first:
entry	SMILES	TLR9-MyD88 block	N-glyco inh	MC4R antag cAMP	Vif inh	ABCB6 inh 2	Granule exo inh	aDG glyco act	ABHD5 PLIN5 PPI	MC4R ag barr	NOD2 RIPK2 PPI
53	CC(C)c1ccc(NC2CCCN(C(=O)CCc3cn[nH]c3)C2)cc1 (stereo unspecified)	-8	-1	3	-2	102	-1	0.1	1	-1.4	-2
21	O=[N+]([O-])c1cccc(/C=N/Nc2ncc(Br)cn2)c1	-10	4	14	-3	99	-9	-0.1	-4	-0.3	-11
18	Cc1cccc(-n2c(C)cc(/C=N/O)c2C)c1	0	-3	-11	-2	98	-8	-0.2	-6	-1.7	-1

A portion of the library (hit frequency here may not be typical).
